Compound activity deposited in PubChem BioAssay by National Center for Advancing Translational Sciences (NCATS).
ALDH1A1 inh = inhibitors of human aldehyde dehydrogenase 1A1. P00352. Purified ALDH1A1, NADH fluorescence, propionaldehyde substrate. Potency, µM (titrated, usually from 75.3 µM), inactives show at the top dose activity, negative = inhibition, actives largely listed as inhibitors. 220,000 tested, 7.3% active. AID 1030; active = well fitted inhibition curve with a large enough effect, not every such curve was filed as active; inconclusive = small, poorly fitted or top-dose-only effect, or another doubt; inactive = no such curve, though single readings can be large or run the other way;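 note: plate controls were no enzyme wells and a reference inhibitor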
Target sequence (P00352 whole entry, looked up): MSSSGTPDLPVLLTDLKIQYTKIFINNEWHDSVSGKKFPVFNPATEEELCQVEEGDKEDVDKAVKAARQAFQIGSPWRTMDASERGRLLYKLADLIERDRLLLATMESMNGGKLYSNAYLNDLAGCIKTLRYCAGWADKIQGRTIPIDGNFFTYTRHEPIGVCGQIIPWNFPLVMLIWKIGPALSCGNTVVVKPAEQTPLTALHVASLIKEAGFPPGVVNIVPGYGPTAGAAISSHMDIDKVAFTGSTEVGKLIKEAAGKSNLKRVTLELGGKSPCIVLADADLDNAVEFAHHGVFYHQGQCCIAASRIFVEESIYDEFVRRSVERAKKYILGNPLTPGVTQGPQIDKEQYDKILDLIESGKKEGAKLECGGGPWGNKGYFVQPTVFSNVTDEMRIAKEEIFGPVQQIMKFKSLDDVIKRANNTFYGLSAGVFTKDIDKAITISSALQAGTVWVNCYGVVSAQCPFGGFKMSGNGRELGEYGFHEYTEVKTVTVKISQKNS
SMN2 splice enh = increases expression of the SMN2 splice variant. HEK293 SMN2-luciferase splicing reporter, luminescence, 30-36 h. Potency, µM (top dose mostly 46.1 µM), inactives show top-dose activity change, positive = activation, actives largely listed as activators. 210,000 tested, 2.8% active. AID 1458; note: % of control where 0% means no effect; nearly all actives have a fitted effect of over 55% in size
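HEK293 cells carry an SMN2 […]–luciferase reporter in which exon 7 inclusion puts luciferase in frame. Cells were plated 10-12 h before compound addition, then incubated 30-36 h at 37C. ONE-Glo luminescence was read; sodium butyrate at 4.5 mM final served as control.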
GAA glycogen mod = alters human alpha-glucosidase cleavage of glycogen | recombinant GAA, glycogen substrate, Amplex Red glucose oxidase fluorescence | Potency, µM (titrated, usually from 76.4 µM), without a hit: top-dose activity change, negative = inhibition, most hits filed as inhibitors | 300,000 tested, 0.38% active | AID 2100;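 note: 0% = full enzyme reaction and -100% = no-enzyme basal signal; the screen sought inhibitors and activators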
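Recombinant human enzyme (4 nM); glycogen substrate; 37 C, 40 min, pH 5.0. Readout: coupled glucose oxidase/Amplex Red fluorescence.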
GAA spleen mod = inhibitors or activators of human alpha-glucosidase in spleen homogenate. P10253. human spleen homogenate, 4-MU-alpha-glucoside fluorescence. Potency, µM (doses to about 79.9 µM), inactives show top-dose activity change, negative = inhibition, usual class: inhibitors. 240,000 tested, 0.006% active. AID 2112;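 note: 0% = enzyme with vehicle and -100% = no enzyme basal signal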
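Human spleen homogenate (1 ug) incubated with compounds and 1 mM 4-methylumbelliferyl-alpha-D-glucopyranoside in pH 5.0 citrate/phosphate buffer, 37 C, 40 min. Stopped at pH 10; 4-MU fluorescence (Ex 365/Em 440 nm); AC50 by Hill fit.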
RGS12 GoLoco inh = inhibitors of human Gai1-RGS12 GoLoco interaction (red fluorophore) | P63096 | Gai1:RGS12 GoLoco peptide FP, rhodamine, 10 min | Potency, µM (series often up to 61.6 µM), for inactives: at the top dose activity, negative = inhibition, hits mostly inhibitors | 230,000 tested, 0.44% active | AID 880; active = well fitted inhibition curve with a large enough effect, not every such curve was filed as active; inactive = no such curve, though single readings can be large or run the other way; note: % is set by controls: 0 for no effect and ±100 for the full control effect; nearly all actives have a fitted effect of over 30% in size; many of its hits are not listed in these tables
aGal spleen mod = alpha-galactosidase A (human) modulation; P06280; human spleen homogenate, 4MU-alpha-Gal fluorescence, 40 min; Potency, µM (titrated, usually from 80 µM), inactives show at the highest dose activity change, negative = inhibition, most hits filed as inhibitors; 240,000 tested, 0.008% active; AID 2107;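 note: 0% = enzyme with vehicle and -100% = no enzyme basal signal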
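Human spleen homogenate (1 ug) was the enzyme source, with 4-methylumbelliferyl-alpha-D-galactopyranoside (1 mM final) in pH 5.0 citrate buffer with 0.01% Tween-20. Compounds were titrated; after 40 min at 37C, NaOH/glycine stop, 4-MU fluorescence read; AC50 from Hill fits.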
GAA inhib = alpha-glucosidase (human) inhibition; P10253; purified human GAA, 4-MU-alpha-glucoside fluorescence; Potency, µM (doses to about 76.9 µM), inactives show top-dose activity change, negative = inhibition, hits mostly inhibitors; 200,000 tested, 0.005% active;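 note: plate controls were uninhibited enzyme wells for no effect and no-enzyme background for full effect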
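AC50 values come from Hill fits of compound titrations (up to 77 uM) against 4 nM human enzyme. Substrate 4-methylumbelliferyl-alpha-D-pyranoside at 400 uM, pH 5.0 citrate buffer, 20 min room temperature; fluorescence Ex 365/Em 440 after alkaline stop.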
KDM4E inh = JMJD2E (human) inhibition. JMJD2E catalytic domain, FDH-coupled NADH fluorescence (FDH is formaldehyde dehydrogenase). B2RXH2. Potency, µM (titrated, usually from 57.1 µM), inactives show at the highest dose activity change, negative = inhibition, hits mostly inhibitors. 230,000 tested, 1.6% active; active = well fitted inhibition curve with a large enough effect, not every such curve was filed as active; inconclusive = small, poorly fitted or top-dose-only effect, or another doubt; inactive = no such curve, though single readings can be large or run the other way;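 note: 0% = wells with enzyme and -100% = buffer wells without enzyme; nearly all actives have a fitted effect of over 50% in size; many of its hits are not listed in these tables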
Target sequence (B2RXH2 1-337 limits assumed): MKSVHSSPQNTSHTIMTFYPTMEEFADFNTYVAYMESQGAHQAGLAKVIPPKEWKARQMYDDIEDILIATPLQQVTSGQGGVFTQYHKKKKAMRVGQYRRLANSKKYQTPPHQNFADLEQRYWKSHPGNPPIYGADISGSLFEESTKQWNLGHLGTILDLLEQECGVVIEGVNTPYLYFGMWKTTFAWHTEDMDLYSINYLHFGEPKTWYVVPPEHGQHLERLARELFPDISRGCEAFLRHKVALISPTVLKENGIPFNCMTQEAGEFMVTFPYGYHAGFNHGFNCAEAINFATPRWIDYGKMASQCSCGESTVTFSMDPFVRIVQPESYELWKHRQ
An asterisk follows results filed as active; u = inconclusive; x = no result given; & = joins results of further samples; [ ] = dose if it differs, or a comment. Unless noted, calls come from the whole dose curve; as a rule, active = well fitted curve in the direction sought with a large enough effect; inconclusive = small, poorly fitted or top-dose-only effect, or another doubt; inactive = no such curve, though single readings can be large; an effect the other way counts as inactive or inconclusive. Potency is the fitted concentration of half-maximal effect. These rows are one share of the data; count on the stated rates, not on these rows.

SMILES	ALDH1A1 inh	SMN2 splice enh	GAA glycogen mod	GAA spleen mod	RGS12 GoLoco inh	aGal spleen mod	GAA inhib	KDM4E inh
CC(C)(CNC(=O)c1cc(=O)[nH]c2ccccc12)N1CCOCC1	-3%	-1%	-4%	1%	2%	10%	-7%	u
C=CCN1C(=O)C(CC(=O)O)SC1=Nc1cccc([N+](=O)[O-])c1 (stereo unspecified)	14µM*	21%	u	3%	-8%	1%	4%	-10%
O=C(CN1C2=NCCCN2c2ccccc21)c1ccc2c(c1)OCO2	1%	-4%	-19%	-5%	-4%	2%	-3%	-6%
CCn1c(=O)cc(SCC(=O)N2CCOCC2)c2ccccc21	-58%	14µM*	2%	1%	5%	1%	u	u
COc1cccc(CNC(=O)CCC2CCCN(C(=O)CCC(F)(F)F)C2)c1 (stereo unspecified)	-8%	x	6%	1%	0%	6%	-1%	-5%
COc1ccc(CCN(C)c2ccc(S(=O)(=O)N3CCCC3)cc2[N+](=O)[O-])cc1OC	u	-36%[inhibitor]	-10%	-15%	2%	-3%	u	2%
COc1ccc(CCCOC(Cn2ccnc2)c2ccc(OC)cc2)cc1 (stereo unspecified)	u	-38%&-25%[inhibitor]	x	3%&-18%	-4%&-1%	17%&-3%	x	x
CCN1CCN(C(=O)c2ccccc2N(C)S(=O)(=O)c2ccc(C)cc2)CC1	12%	28%	4%	11%	3%	6%	-1%	7%
COC(=O)N/N=C/c1ccccc1Cl	0%	3%	2%	-1%	6%	-1%	2%	-3%
COc1cc2c(cc1OC)CN(S(C)(=O)=O)CC2	7%	6%	-16%	4%	3%	5%	-1%	-7%
O=C(NC1(N2CCOCC2)CC1)c1ccc(Cl)cc1	2%	x	-5%	-5%	0%	-2%	-6%[15.4 µM]	-1%
CCC(C)Sc1nnc(-c2c[nH]c3ccccc23)n1CCOC (stereo unspecified)	0%	-13%	3%	-1%	-1%	-2%	-5%	1%
O=C(NCCCN1CCOCC1)c1cccc(S(=O)(=O)Nc2cc(Cl)ccc2Cl)c1	1%	-11%	-4%	-1%	0%	-5%	u	-4%
Nc1nnc(N)c2ccccc12	1%	13%	2%	5%	7%	1%	-10%	u
Cc1ccc(C(=O)Cn2cncn2)cc1	x	x	5%	0%	-2%	5%	x	7%
CC(=O)c1c(C)[nH]c(C(=O)OCC(=O)Nc2ccc(C)cc2[N+](=O)[O-])c1C	-3%	-75%[inhibitor]	13%	7%	5%	-2%	5%	-1%
COc1ccc(CCNC(=O)CN2CCN(c3ccccc3Cl)CC2)cc1	3.2µM*	11%	-6%	-1%	-20%	0%	-5%	-3%
O=C(Nc1cc2cc([N+](=O)[O-])ccc2oc1=O)c1cccs1	1%	-8%	3%	-1%	4%	2%	-3%	10%
COc1ccc(C(=O)O/N=C(\N)c2ccncc2)cc1OC	6%	17%	-4%	1%	2%	6%	6%	10%
Cc1cc(C)c(S(=O)(=O)c2ccccc2C)c(Oc2ccccc2)n1	u	-19%	-1%	-5%	3%	-4%	5%	2%
CCN(CC)C(=O)C1=C(C)NC(=S)NC1c1ccc(C)s1 (stereo unspecified)	8.9µM*	0%	7%	9%	14%	-1%	-1%	-1%
O=C(COC(=O)CCc1nc2ccccc2c(=O)[nH]1)Nc1ccccc1Cl	x	x	2%	2%	17%	-4%	x	-9%
CCOC(=O)c1ccc(Oc2nc(N(C)C)nc(N3CCOCC3)n2)cc1	15%	-12%	14%	-15%	1%	-4%	3%	2%
CC(=O)N(C)c1ccc(OCC(O)CN(Cc2ccco2)S(=O)(=O)c2ccc(C)cc2)cc1 (stereo unspecified)	-7%	-28%	3%	4%	-2%	3%	-9%	-2%
COc1ccccc1Nc1nc2ccccc2n2cnnc12	x	x	8%	4%	9%	7%	x	u
CCOC(=O)c1ccc(N2Cc3ccccc3C2=NC(=O)c2ccncc2)cc1	-6%	x	10%	1%	1%	-6%	-8%	u
Cc1sc2nc(C(C)C)nc(SCC(=O)N3CCN(C(=O)c4ccco4)CC3)c2c1C	u	-25%	-17%	3%	-6%	-1%	-8%	1%
N#C/C(=C(/O)CN1CCN(c2ccccc2F)CC1)c1nc(-c2ccc(Cl)cc2)cs1	15%	-2%	7%	1%	-5%	-10%	-3%	3%
O=C(COc1ccccc1Br)N1CCN(c2ccccc2)CC1	9%	-1%	26%	4%	-10%	5%	-6%	-7%
CC1CCC(C(C)C)C(OC(=O)CSc2nccc(=O)[nH]2)C1 (stereo unspecified)	25µM*	18%	2%	-9%	3%	-6%	-12%	-1%
COc1cc(NC(=O)Cn2c(=O)n(CC3CCCO3)c(=O)c3ccccc32)cc(OC)c1 (stereo unspecified)	u	5%&-37%	-2%	1%	4%	1%	0%	3%
CN(C)S(=O)(=O)c1ccc(-n2cccc2)cc1	-1%	4%	1%	-5%	-2%	4%	2%	12%
C/C(=N\NS(=O)(=O)c1ccc(Cl)c([N+](=O)[O-])c1)c1cc2ccccc2o1	u	-10%	-4%	0%	6%	4%	-6%	-12%
CC(C)=Cc1oc2ccc([N+](=O)[O-])cc2c1N1CCOCC1	9%	x	-4%	2%	244%[activator]	7%	-10%	-9%
Cc1c(NS(=O)(=O)c2ccc(NCC3CCCO3)c([N+](=O)[O-])c2)c(=O)n(-c2ccccc2)n1C (stereo unspecified)	-6%	-8%	1%	-9%	2%	-1%	-1%	-1%
Cc1cc(C[n+]2ccccc2)c2nsnc2c1	u	27%	4%	4%	7%	9%	1%	u
Cc1ccc(-c2nc(CN3CCCCC3c3cccc(F)c3)c(C)o2)o1 (stereo unspecified)	1%	x	-11%	4%	18%	3%	0%	-22%
CCOCCOC(=O)COC(=O)c1ccccc1NC(=O)c1ccccc1	-7%	4%	10%	-1%	8%	-2%	5%	4%
CC(C)N1CC(O)=C(c2nc3ccccc3[nH]2)C1=N	-1%	9%	2%	0%	4%	4%	-10%	6%
CCOC(=O)Cn1c2ccc(F)cc2c2nc(C)sc21	u	-47%[inhibitor]	-1%	-3%	8%	3%	-4%	4%
Cc1cc(C)n(CC(=O)N/N=C/c2cccc([N+](=O)[O-])c2)n1	-11%	0%	-4%	-13%	2%	0%	4%	-5%
CS(=O)(=O)N(CC(=O)NC1CCCCC1)Cc1ccc(F)cc1	-6%	10%	-15%	-1%	4%	2%	5%	-2%
Cc1ccc(Cn2nnc3c(=O)n(CC(=O)NCc4ccc5c(c4)OCO5)cnc32)cc1	13%	-1%	4%	5%	9%	3%	3%	-4%
O=C1OC(Cc2ccccn2)C(O)=C1C1=NCCCCN1 (stereo unspecified)	8%	10µM*	6%	-5%	-5%	-4%	-4%	-3%
CC1CCN(C(=O)c2ccc(S(=O)(=O)N(C)C)cc2)C(C)C1 (stereo unspecified)	2%	-7%	7%	-2%	2%	7%	1%	-5%

In the list so far, these contain two or more sulfur atoms:
SMILES	ALDH1A1 inh	SMN2 splice enh	GAA glycogen mod	GAA spleen mod	RGS12 GoLoco inh	aGal spleen mod	GAA inhib	KDM4E inh
CCN(CC)C(=O)C1=C(C)NC(=S)NC1c1ccc(C)s1 (stereo unspecified)	8.9µM*	0%	7%	9%	14%	-1%	-1%	-1%
Cc1sc2nc(C(C)C)nc(SCC(=O)N3CCN(C(=O)c4ccco4)CC3)c2c1C	u	-25%	-17%	3%	-6%	-1%	-8%	1%

Further compounds.
SMILES	ALDH1A1 inh	SMN2 splice enh	GAA glycogen mod	GAA spleen mod	RGS12 GoLoco inh	aGal spleen mod	GAA inhib	KDM4E inh
Cc1ccc(S(=O)(=O)NC(=O)COc2ccccc2)cc1	-1%	x	12%	-10%	4%	-11%	x	4%
S=C(Nc1cccc(Cl)c1Cl)Nn1cnnc1	2.8µM*	14%	4%	5%	-1%	9%	-5%	-3%
CC1CCN(S(=O)C23CC4CC(CC(C4)C2)C3)CC1 (stereo unspecified)	4%	-10%	7%	3%	16%	-6%	-14%	-3%
CCOc1ccc(C(=O)N/N=C/c2cccc3cccnc23)cc1	-3%	-4%	1%	-7%	11%	-4%	-7%	u
FC(F)(F)c1ccccc1NC(=S)N1CCN(Cc2ccc3c(c2)OCO3)CC1	u	x	-14%	-2%	11%	-1%	-7%	5%
Cc1ccc(S(=O)(=O)NC2CCCCC2)c2nsnc12	16µM*	-45%	-10%	3%	-1%	-3%	0%	2%
O=C(Nc1ccc(F)cc1)c1ccc(-n2ccnc2)nc1	12%	-18%	2%	3%	-2%	0%	1%	0%
CC(=O)N(OCc1ccccc1)[C@@H]1c2cc(C#N)ccc2OC(C)(C)[C@H]1O	2%	-15%	x	-2%	6%	-1%	x	7%
O=C(CC1NCCNC1=O)Nc1ccc2c(c1)OCO2 (stereo unspecified)	-4%	-20%	3%	4%	11%	-3%	-7%	5%
COC(=O)C1=C(N)Oc2cc(C)n(CCN3CCOCC3)c(=O)c2C1c1cccnc1 (stereo unspecified)	-3%	-3%	-4%	0%	3%	1%	-8%	1%
O=C(NCc1ccccc1)c1cc(=O)c2ccccc2o1	1%	-6%	8%	-1%	9%	-2%	0%	-7%
COc1ccc(-n2c(CNC(=O)COc3ccc(Cl)cc3Cl)n[nH]c2=S)cc1	-11%	6%	-13%	5%	6%	-1%	-1%	-1%
CCCCC(=O)NC(c1cccs1)c1cc(Cl)c2cccnc2c1O (stereo unspecified)	7.1µM*	x	8%	-2%	5%	-8%	-4%	u
Cc1cccc(NC(=O)CCSc2nncn2C)c1	-1%	-24%	4%	-5%	6%	1%	2%	-10%
C=CCn1c(C)c(C(C)=O)c(SC)nc1=S	-1%	-1%	9%	-1%	10%	2%	-6%	-4%
COc1ccc(OCC(=O)O/N=C(\N)c2ccc(OC)c(OC)c2)cc1	3%	0%[1.84 µM]	16%	1%	4%	-6%	-7%	3%
CC1(C)CC(NCc2ccc3c(c2)OCO3)CCO1 (stereo unspecified)	10%	-9%	6%	-9%	3%	-3%	1%	20%
COC(=O)c1cccc(-c2ccc(/C=N/N3C(=O)C4C5C=CC(C6CC56)C4C3=O)o2)c1 (stereo unspecified)	14µM*	-3%	16%	3%	1%	1%	2%	u
